# Compound activity as filed in PubChem BioAssay.
# LYP inhibition – inhibitors of LYP phosphatase, biochemical, fluorescence intensity, uHTS (AID 1779); recombinant LYP phosphatase, fluorescence intensity; higher % means a stronger effect; one-dose inhibition, % at 11.5 µM; IC50 in µM for titrated hits; 290,000 tested, 0.054% active; in the data active = inhibition above about 50%;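 also: plate controls were vehicle with enzyme for no effect and no enzyme for full effect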
# GPR35 antagonists – inhibition of zaprinast-stimulated GPR35 beta-arrestin translocation – imaging, U2OS, beta-arrestin-GFP, zaprinast agonist, primary screen (AID 2058) | 290,000 tested, 0.052% active | inhibition, % at 10 µM, or IC50 in µM where a hit was titrated | U2OS GPR35 beta-arrestin-GFP translocation imaging, zaprinast antagonism; higher % means a stronger effect;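 active = inhibition of at least 50% with at least 30 cells and total cytoplasm GFP at most 10,000,000; inconclusive = under 30 cells or total GFP of 10,000,000 plus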
# Autophagy mod – modulators of autophagy; AID 463193; MEF GFP-LC3 puncta imaging; test concentration mostly 10 µM; 190,000 tested, 0.98% active; calls only at 10 µM (by protocol);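 active = percentage of spot-positive cells more than 3 SD above its plate mean, without a fluorescence outlier flag or 80% toxicity; inconclusive = no clear call, values can overlap the other calls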;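 also: spot-positive cell cutoff set from DMSO-treated cells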
# AID2073 – disruptors of CaV2.2 binding to Mint1 – biochemical, HTRF (AID 2073) | HTRF protein-protein interaction, Mint1-CaV2.2; higher % means a stronger effect | one-dose inhibition, % at 20 µM; IC50 in µM for titrated hits | 290,000 tested, 0.19% active; in the data active = inhibition mostly above about 51%, no sharp cut-off; inconclusive = no clear call, values can overlap the other calls; inactive = mostly below about 53%; also: some results filed as inactive read as strong as hits
# K1F lysis inhibition – protection from phage-mediated lysis, alamar blue read-out – E. coli UTI89, K1F phage, bacterial capsule biogenesis inhibitors (AID 488966); 340,000 tested, 0.02% active; inhibition, % at 100 µM, or IC50 in µM where a hit was titrated; E. coli UTI89 K1F phage lysis, alamar blue, 2 h; higher % means a stronger effect;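 active = phage lysis inhibition, versus mean bacterial control, above a set limit; inconclusive = no clear call, values can overlap the other calls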;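 also: capsule biogenesis inhibitors block K1F phage lysis so surviving cells raise fluorescence; higher fluorescence means more inhibition of phage lysis; actives were called in the ten point dose series up to 300 µM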
# NS5 inhibitors – flavivirus cap methylation enzyme inhibition – biochemical, confirmation dose response, primary screen (AID 588689) | Dengue-2 NS5 methyltransferase capping enzyme assay, biochemical; higher % means a stronger effect | inhibition, % at 25 µM, or IC50 in µM where a hit was titrated | 340,000 tested, 0.3% active; in the data active = a potency from the dose series; inconclusive = inhibition above about 29% without an active follow-up result
# NTR1 ag – NTR1-driven beta-arrestin-GFP spot formation – imaging, U2OS cells, high content, primary screen (AID 493036); 330,000 tested, 0.17% active; activation, % at 20 µM; P30989; agonist mode;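 active = activation at or above 40% of the spot to cytoplasm intensity ratio, with at least 20 cells analyzed; inconclusive = wells under 20 cells, flagged as cytotoxic or low count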;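 also: 0% = DMSO without peptide and 100% = 100 nM NTR1 peptide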
# Target sequence (P30989 whole entry, looked up): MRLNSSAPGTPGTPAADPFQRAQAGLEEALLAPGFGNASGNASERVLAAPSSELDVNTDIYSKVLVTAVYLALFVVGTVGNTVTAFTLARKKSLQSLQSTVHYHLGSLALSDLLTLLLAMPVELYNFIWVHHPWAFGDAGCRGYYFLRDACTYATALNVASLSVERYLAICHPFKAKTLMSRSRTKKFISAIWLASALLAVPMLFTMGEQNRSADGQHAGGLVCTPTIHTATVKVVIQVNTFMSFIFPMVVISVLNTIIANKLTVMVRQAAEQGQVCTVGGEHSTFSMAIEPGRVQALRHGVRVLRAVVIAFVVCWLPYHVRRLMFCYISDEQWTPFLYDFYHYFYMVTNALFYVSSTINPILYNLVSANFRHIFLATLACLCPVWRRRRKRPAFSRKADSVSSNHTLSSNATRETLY
# WT yeast gro inh – growth inhibition of WT yeast, mitochondrial fusion screen; mitochondrial fusion phenotypic screen, WT strain; inhibition, % at 10 µM; 190,000 tested, 2.1% active; AID 1362; in the data active = inhibition above about 58%; tested in S. cerevisiae
# RSV antiviral HEp-2 – inhibition of RSV-induced cytopathic effect – HEp-2 cells, primary 10 µM value included (AID 2391). HEp-2 cells, RSV-induced CPE inhibition; higher % means a stronger effect. CPE inhibition, % at 10 µM; hits with a dose series show IC50 in µM. 310,000 tested, 0.13% active; in the data active = a potency from the dose series; inconclusive = CPE inhibition mostly from about 23% at the one dose, without a potency; inactive = the rest, 99 in 100 with CPE inhibition below about 21%; also: strong numbers were not always called active
# WT yeast gro inh mutant strain – recorded beside WT yeast gro inh, whose call it bears; inhibition, %; mitochondrial fusion phenotypic screen, mutant strain inhibition
# Autophagy mod cell loss 18 h – further read-out of Autophagy mod, marked with its call; toxicity, %; measured here: cell loss, nuclei count;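 cell loss after 18 h compound exposure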
# NTR1 ag cell count 20 µM – also measured in NTR1 ag; calls as there; cell count; measured here: cell count, cytotoxicity flag
# NS5 inhibitors pilot replicate – also measured in NS5 inhibitors; calls as there; inhibition, %; measured here: pilot screen replicate inhibition
# * hit, by the source's call; i = inactive; ? = inconclusive; / = not tested or not shown; + = active, no number; [ ] = dose if it differs, or a comment.
SMILES,LYP inhibition,GPR35 antagonists,Autophagy mod,Autophagy mod cell loss 18 h,AID2073,K1F lysis inhibition,NS5 inhibitors,NTR1 ag,NTR1 ag cell count 20 µM,WT yeast gro inh,WT yeast gro inh mutant strain,RSV antiviral HEp-2,others
Cc1ccccc1N/N=C/c1ccc(C#N)cc1,6%,1%,i,17,-5%,2.5%,4%,-1.2,41,-8,-1,4.5%,
COc1cc2ncnc(NCc3cccc(Cl)c3)c2cc1OC,-2%,-6%,i,0,1%,1.8%,-14%,0.9,44,7,-3,?,
COc1cccc(N=Cc2c(O)c3ccccc3oc2=O)c1,4%,2%,/,/,48%,-0.2%,-13%,-1.9,35,/,/,-0.3%,
CC(C)C(=O)Nc1ccc2oc(-c3cc(F)c(F)cc3Cl)nc2c1,-6%,-6%,i,3,16%,1.0%,1%,-0.4,81,2,-6,-0.4%,NS5 inhibitors pilot replicate=2.7
CCCCNC(=O)c1cn(CC)c2ccc(S(=O)(=O)N3CCCC3)cc2c1=O,-5%,-11%,/,/,6%,0.0%,5%,0.4,64,/,/,0.0%,
c1ccc(Cn2cc(CN3CCCCO3)c(-c3ccc4c(c3)OCO4)n2)cc1,-6%,14%,i,18,6%,0.1%,-9%,1.5,44,8,2,-0.4%,
CCOC(=O)c1cnc(SCc2nc(N)nc(Nc3ccc(F)cc3)n2)nc1N,-9%,-10%,i,-9,-27%,0.6%,-11%,1.4,94,-6,-1,3.5%,NS5 inhibitors pilot replicate=-1.4
O=C(NCc1cccnc1)/C(=C/c1ccc(-c2cccc(Cl)c2)o1)S(=O)(=O)c1ccccc1,-3%,12%,i,17,-15%,-0.2%,-23%,42*,31*,-17,5,-2.2%,
Cc1ccc2c(c1)N(CCC(=O)NCc1ccccn1)C(=O)CO2,1%,-6%,i,7,-5%,0.4%,2%,0.7,82,-1,-4,-0.5%,
COCCN(C(=O)Cc1cccs1)C(C(=O)NCc1ccc(OC)cc1)c1ccc(OC)cc1 (stereo not given),-12%,15%,i,27,0%,2.4%,-1%,-0.6,43,0,11,3.3%,
CCOC(=O)C1=C(N)OC2=C(C(=O)CC(C)(C)C2)C1c1cccnc1 (stereo not given),1%,8%,i,4,-9%,0.9%,-4%,-1.0,89,-12,10,-0.2%,
COc1cc(C)c(Cl)cc1S(=O)(=O)NC1CC(C)(C)NC(C)(C)C1,-8%,3%,i,-2,0%,/,/,1.2,62,-1,-14,-1.6%,
C=CCN1CCN(C(=O)c2ccc3c(c2)OCO3)CC1,1%,3%,/,/,15%,-0.1%,6%,0.0,64,/,/,2.7%,
CC(Cc1ccccc1)Nc1ncnc2c1ncn2C1OC(CO)C(O)C1O (stereo not given),/,/,/,/,/,-6.5%,-1%,1.2,60,/,/,-1.2%,
Cc1nn2c(-c3ccncc3)nnc2c2ccccc12,-1%,0%,i,5,8%,0.5%,-4%,-0.6,49,26,28,-0.2%,
COCc1cc(C)n(CC(=O)NCc2ccccc2)c(=O)c1C#N,0%,3%,i,19,7%,-0.1%,-3%,-1.2,82,4,-6,1.6%,
CS(=O)(=O)c1nc(-c2cccs2)cc(C(F)(F)F)n1,-4%,18%,+,56*,-20%,/,/,7.1,86,28,26,-2.1%,
C=CCSc1ncnc2c1oc1nc3c(cc12)COC(C)(C)C3,0%,4%,/,/,-3%,-1.4%,5%,1.9,42,/,/,-0.3%,
CC(C)Oc1ccc(CN2CCCC(CO)(Cc3ccccc3)C2)cc1CO (stereo not given),-9%,0%,/,/,-3%,1.1%,/,-1.1,51,/,/,-0.3%,
Cc1ccc(OCc2nnc(SC3CCc4ccccc4C3=O)n2C)cc1 (stereo not given),-11%,-5%,i,10,-27%,0.6%,1%,6.4,55,-9,-6,20%,
CCn1c(SCC(=O)C(C)(C)C)nnc1-c1cnccn1,2%,13%,i,-4,16%,-0.8%,0%,1.5,59,-15,-7,0.5%,
COC(=O)c1ccccc1NC(=O)C1CCN(C(=O)c2ccc(OC)cc2)CC1,-5%,1%,i,-31,5%,0.3%,6%,0.5,50,-8,1,2.0%,
COc1cccc(CN2CC(C(=O)N3CCCCCC3)CCC2=O)c1 (stereo not given),-6%,-20%,/,/,-6%,0.2%,-7%,0.6,65,/,/,0.8%,
COc1ccc(CCn2c(=O)[nH]c3cc(C(=O)N4CCN(c5ccccn5)CC4)ccc3c2=O)cc1OC,-6%,0%,i,20,4%,0.4%,4%,-2.3,41,1,1,0.2%,
O=C(N/N=C/c1cccc([N+](=O)[O-])c1)c1cnccn1,-1%,-9%,i,-7,6%,-0.5%,8%,-0.4,60,-9,6,0.7%,
O=c1c2cn[nH]c2[nH]c(=S)n1-c1cccc2ccccc12,-2%,-11%,i,23,25%,2.2%[50 µM],2%,-1.3,40,-13,-15,2.2%,
Cc1oc(-c2ccc(Cl)cc2)nc1CS(=O)CC(=O)NCCCN(C)C1CCCCC1 (stereo not given),-8%,-10%,i,-9,-3%,0.0%,-9%,-0.8,88,18,1,-0.8%,
COc1ccc(C(C)=O)cc1Cn1c(=O)cc(C)[nH]c1=O,-11%,-5%,/,/,5%,0.1%,-12%,-0.1,46,/,/,2.7%,
Cc1ccc(-n2c(Cc3cccs3)nnc2SCC(=O)Nc2ccc(F)c(F)c2)cc1,6%,2%,i,-1,-3%,6.0%,-5%,4.1,79,15,14,0.8%,
CCOc1ccc(N(C)S(=O)(=O)c2cc(-c3cc(C)no3)ccc2CC)cc1,1%,2%,/,/,11%,2.2%,-11%,5.5,69,/,/,1.1%,
O=C(N/N=C\c1ccccc1OCc1ccccc1)c1ccco1,-8%,2%,i,6,-12%,-0.1%,-4%,-1.5,86,-24,-3,2.6%,
CCCCN1C(=O)c2ccccc2C1C(=O)NC1CCCC1 (stereo not given),-6%,8%,i,13,-2%,6.0%,-1%,2.3,72,10,14,0.2%,
Cc1ccc(C2N(C)C(=O)c3ccccc3N2C)cc1 (stereo not given),-18%,-5%,/,/,13%,0.0%,-5%,1.0,52,/,/,2.8%,NS5 inhibitors pilot replicate=3.0
O=C1CC(NCCN2CCOCC2)C(=O)N1Cc1ccc(N2CCCC2=O)cc1 (stereo not given),-8%,5%,i,0,-8%,-0.3%,8%,-0.3,79,0,-3,0.5%,
O=Cc1[nH]c2ccccc2c1N(C(=O)CCl)c1ccc([N+](=O)[O-])cc1,-1%,81%*,/,/,0%,0.4%,-3%,7.5,50,/,/,/,
COc1ccc2occ(C(=O)c3coc4ccc(O)c(CN(C)C)c34)c2c1,-7%,-4%,i,4,6%,1.0%,16%,7.3,70,10,24,-0.1%,NS5 inhibitors pilot replicate=1.7
COc1cc(CCC(=O)OCC(=O)Nc2nc(C)c(Cl)cc2Cl)cc(OC)c1OC,-6%,-14%,i,18,30%,0.2%,0%,2.1,56,16,17,0.8%,
C/C(=C\c1ccccc1)CN1CCC(C(=O)N2CCCCC2)CC1,-3%,14%,i,4,-4%,2.1%,3%,0.1,36,-1,18,0.1%,
O=C(Nc1ccc(Br)cn1)c1ccc(Br)s1,-3%,0%,/,/,8%,0.1%,4%,-0.4,79,/,/,4.7%,
CCN1CCN(C(=O)c2ccc(-c3nc4ccccc4s3)s2)CC1,-4%,8%,i,1,31%,0.2%,6%,1.7,48,-4,-5,-0.3%,
Cc1ccc(NC(=O)CCC(=O)N2CCOc3ccccc32)c(Cl)c1,-10%,8%,/,/,9%,4.9%,-3%,0.9,52,/,/,4.0%,
Cc1ccc(CNC(=O)Cn2ccc3ccccc3c2=O)o1,1%,5%,i,-4,-10%,-1.3%,-6%,-2.2,65,0,6,2.5%,
CC(=O)c1c(C)[nH]c(C(=O)OCC(=O)N(C)c2c(N)n(Cc3ccccc3)c(=O)[nH]c2=O)c1C,/,/,/,/,/,1.1%[50 µM],-3%,-0.2,65,/,/,-1.9%,
Cc1cccc(NC(=O)c2cnc3sccn3c2=O)c1,-4%,-13%,i,14,5%,0.2%,-1%,2.1,42,-8,2,2.4%,
CN(c1ccccc1C(=O)Nc1ccc2c(c1)OCCO2)S(C)(=O)=O,-4%,-21%,i,-3,13%,-0.1%,0%,-1.6,87,-8,0,0.6%,
O=S(=O)(c1cc(F)ccc1F)N1CCN(c2ccccn2)CC1,-6%,-4%,/,/,-8%,1.0%,-7%,-0.5,72,/,/,2.2%,
COc1ccc(C(=O)C2CCCN(C(=O)C3CCOCC3)C2)cc1OC (stereo not given),-12%,-8%,/,/,13%,-0.2%,5%,-0.7,52,/,/,2.1%,
C=CCn1c(C)cc(C(=O)COc2nncc3ccccc23)c1C,-2%,-6%,i,10,-1%,1.1%,0%,-1.6,68,0,-11,1.6%,
Cc1cccc(NC(=O)CS(=O)CC(=O)Nc2cnc3ccccc3c2)c1C (stereo not given),-3%,-22%,/,/,4%,0.3%,-7%,0.0,50,/,/,0.1%,
Cc1cc(SCc2ccc(C(F)(F)F)cc2)nc(=O)[nH]1,-8%,-6%,/,/,15%,0.0%,-12%,-0.2,63,/,/,1.5%,
C=CCN1C(=O)c2ccccc2NC1c1ccc(Br)s1 (stereo not given),-2%,-10%,/,/,8%,0.1%,-3%,-0.2,52,/,/,1.4%,
C#CCOC(=O)CCC(=O)Nc1cc(OC)nc(OC)n1,-7%,12%,/,/,2%,/,/,/,/,21,6,/,
CCSc1nc(O)cc(=O)n1CC,1%,-14%,i,10,4%,0.3%,-5%,0.0,51,-4,4,-1.7%,
COC(=O)CCCC(=O)N1CCCC(CNS(=O)(=O)c2ccc(OC)cc2)C1 (stereo not given),-5%,2%,i,-7,25%,0.0%,5%,0.3,54,7,9,0.7%,
COc1ccc(CN(C)C(=O)C2CCN(C(=O)Nc3ccccc3)CC2)cc1,/,/,/,/,/,2.3%[50 µM],2%,0.7,65,/,/,-1.8%,

# Sorted by SMILES length (ascending): part of the list above
SMILES,LYP inhibition,GPR35 antagonists,Autophagy mod,Autophagy mod cell loss 18 h,AID2073,K1F lysis inhibition,NS5 inhibitors,NTR1 ag,NTR1 ag cell count 20 µM,WT yeast gro inh,WT yeast gro inh mutant strain,RSV antiviral HEp-2,others
CCSc1nc(O)cc(=O)n1CC,1%,-14%,i,10,4%,0.3%,-5%,0.0,51,-4,4,-1.7%,
C#CCOC(=O)CCC(=O)Nc1cc(OC)nc(OC)n1,-7%,12%,/,/,2%,/,/,/,/,21,6,/,
Cc1cccc(NC(=O)CS(=O)CC(=O)Nc2cnc3ccccc3c2)c1C (stereo not given),-3%,-22%,/,/,4%,0.3%,-7%,0.0,50,/,/,0.1%,
COC(=O)CCCC(=O)N1CCCC(CNS(=O)(=O)c2ccc(OC)cc2)C1 (stereo not given),-5%,2%,i,-7,25%,0.0%,5%,0.3,54,7,9,0.7%,
